TRPC4 agonist: activators of mouse TRPC4 channel | Q9QUQ5 | HEK293 TRPC4beta/mu-opioid, Fluo4 calcium fluorescence; stronger effect = higher value | B-score at 10 µM | 310,000 tested, 0.49% active | AID 2237;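 active means B-score above 5 SD of library B-scores, and initial fluorescence ratio not above library mean plus 5 SD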;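 further: positive B-score marks a calcium rise read as TRPC4 activation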
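System: HEK293 cells stably co-expressing mouse TRPC4beta and mu-opioid receptor; Schedule: Fluo4 dye loading 45 min at room temperature, 110 s recording; Detection: Fluo4 fluorescence, kinetic; Evaluation: B-scored integrated calcium fluorescence ratio; Controls: buffer (low) and maximal DAMGO (high).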
TRPC6 inh: inhibitors of mouse TRPC6 channel. HEK293-TRPC6, membrane potential dye, ACh-evoked depolarization; stronger effect = lower value. 310,000 tested, 1.1% active. Q61143. B-score at 10 µM;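 active means B-score under library mean minus 3 SD, initial fluorescence not abnormally high, positive integrated signal ratio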;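 further: B-score derived from integrated fluorescence ratio over the kinetic read; more negative B-score means stronger inhibition of depolarization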
Target sequence (Q61143 whole entry, looked up): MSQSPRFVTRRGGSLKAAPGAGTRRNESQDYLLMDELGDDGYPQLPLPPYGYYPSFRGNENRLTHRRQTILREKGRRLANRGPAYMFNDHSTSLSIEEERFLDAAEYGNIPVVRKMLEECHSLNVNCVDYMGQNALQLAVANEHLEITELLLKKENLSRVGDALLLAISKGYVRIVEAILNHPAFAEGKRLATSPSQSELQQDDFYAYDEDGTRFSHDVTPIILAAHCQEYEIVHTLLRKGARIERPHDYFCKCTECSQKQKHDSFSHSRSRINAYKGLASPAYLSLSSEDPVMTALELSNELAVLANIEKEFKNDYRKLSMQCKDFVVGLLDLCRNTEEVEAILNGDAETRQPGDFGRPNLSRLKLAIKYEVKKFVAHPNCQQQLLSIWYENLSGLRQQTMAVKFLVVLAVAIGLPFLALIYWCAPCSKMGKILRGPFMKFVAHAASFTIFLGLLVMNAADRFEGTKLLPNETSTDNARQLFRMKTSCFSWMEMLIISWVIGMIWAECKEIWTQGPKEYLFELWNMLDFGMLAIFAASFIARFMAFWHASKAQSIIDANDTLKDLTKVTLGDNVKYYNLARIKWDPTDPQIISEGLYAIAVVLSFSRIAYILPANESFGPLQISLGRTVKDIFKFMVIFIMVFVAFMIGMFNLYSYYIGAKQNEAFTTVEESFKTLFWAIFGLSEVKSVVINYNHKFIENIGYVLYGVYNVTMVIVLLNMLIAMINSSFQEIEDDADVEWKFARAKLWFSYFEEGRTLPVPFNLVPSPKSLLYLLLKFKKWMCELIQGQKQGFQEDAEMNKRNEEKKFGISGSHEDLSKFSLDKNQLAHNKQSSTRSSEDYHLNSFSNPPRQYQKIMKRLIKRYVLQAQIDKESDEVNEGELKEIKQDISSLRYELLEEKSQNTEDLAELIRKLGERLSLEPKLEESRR
MrgX1 antagonist: human MrgX1 receptor antagonism, primary screen; Q96LB2; MRGX1-HEK293 calcium flux, Fluo-4, BAM8-22 antagonism; stronger effect = lower value; B-score at 10 µM; 310,000 tested, 1.3% active; AID 588676;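 active means calcium-response B-score plate-corrected more than 3 library SD below zero, starting fluorescence within 5 deviations, no agonist response on first addition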;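 further: peak minus trough fluorescence over baseline after final BAM8-22 challenge near maximal dose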
TRPC6 activator: activators of mouse TRPC6 channel | Q61143 | HEK293-TRPC6 membrane potential dye fluorescence; stronger effect = higher value | B-score at 10 µM | 310,000 tested, 0.13% active;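 active means B-score of the integrated fluorescence ratio above library mean plus 3 SD, and starting fluorescence ratio within library mean plus 5 SD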;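 further: higher score means more depolarization so channel activation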
MrgX1 ag: agonists of human MrgX1 receptor. 310,000 tested, 0.44% active. Q96LB2. MrgX1-HEK293 cells, Fluo-4 calcium fluorescence, agonist mode; stronger effect = higher value. B-score at 10 µM;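 active means calcium response B-score plate-corrected fluorescence ratio at least 3 library SD, with starting fluorescence B-score inside 5 SD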
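Test system: HEK293 cells stably expressing human MrgX1 receptor; Input: fifteen thousand cells per well; Dosing: compound delivered in addition one of three; Schedule: overnight seeding, then 1 h dark dye loading; Technique: Fluo-4 NW calcium fluorescence; Measure: B-scored fluorescence response ratio; Controls: positive and negative controls per plate.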
HIF act: HIF pathway transcriptional activation; U2OS HRE-luciferase reporter, luminescence; normalized: DMSO 0%, desferrioxamine 100%; activation, % at 7.5 µM (by protocol); 300,000 tested, 0.32% active;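 active means mean activation of at least 10% of the iron chelator positive control signal, with at least half of replicates also reaching 10%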
TRPC4 potent: TRPC4 (mouse) allosteric potentiation; 310,000 tested, 0.42% active; B-score at 10 µM; Q9QUQ5; HEK293 TRPC4beta/mu-opioid, DAMGO EC20, Fluo-4 Ca2+ flux; stronger effect = higher value; AID 2227;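 active means B-score of calcium response area above 5 SD of library B-scores, with initial fluorescence ratio within 5 SD of library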;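 further: B-score of integrated fluorescence ratio over time as area under calcium response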
AI-2 QS modul: modulators of Vibrio harveyi AI-2 quorum sensing system | Vibrio harveyi JMH597 AI-2 luminescence/OD600 ratio, 9 h; stronger effect = lower value; strain lacks LuxN and CqsS sensors; 0 = neutral-control median | activity change, % at 7.5 µM | 300,000 tested, 0.4% active | AID 2094; in the data active means activity change below about -75%, passing the limit was not always enough;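 further: luminescence divided by OD600 gain over 9 h not by final OD600 alone; inactives centre near 13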
PolyA inhibitor: yeast polyadenylation inhibition | S. cerevisiae SKY197-pL101 polyadenylation reporter, beta-gal luminescence; efflux-impaired pdr1/pdr3 knockout yeast; score 100 = 6 SD above DMSO | calls only at 12 µM | 300,000 tested, 0.02% active | AID 1875;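 active means lowest replicate activity score at least 50, where 100 means six control SD above control mean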;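 further: yeast exposed to compound for 9 h at 30 °C; higher score means more reporter readthrough which indicates perturbed polyadenylation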
MrgX1 allo act: human MrgX1 positive allosteric modulation, primary screen; Q96LB2; MrgX1-HEK293, Fluo-4 calcium flux, FDSS; stronger effect = higher value; 310,000 tested, 0.63% active; B-score at 10 µM;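 active means plate-corrected calcium response at least 3 library SD above typical, normal starting fluorescence, not activating the receptor alone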;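 further: compound read alongside a low EC10 to EC30 dose of BAM8-22 agonist; peak minus trough fluorescence over baseline measured at the second addition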
TRPC4 inh: inhibitors of mouse TRPC4 channel | 300,000 tested, 0.39% active | HEK293 TRPC4beta/mu-opioid, DAMGO-evoked Fluo4 calcium flux; stronger effect = lower value | B-score at 10 µM | AID 2247 | Q9QUQ5;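 active means B-score over 3 SD under the library average, no early fluorescence shift, positive overall ratio signal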
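Test system – stable TRPC4beta/mu-opioid receptor HEK293 cells · Probe or stimulus – DAMGO, a submaximal dose followed by a maximal one · Dosing – one concentration per compound · Signal – Fluo4 calcium fluorescence by kinetic imaging, 5 s 1 Hz baseline · Evaluation – per-well B score of integrated baseline-normalized Fluo4 ratio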
* = called active by the depositor; i = inactive; . = not tested or not shown.

SMILES | TRPC4 agonist | TRPC6 inh | MrgX1 antagonist | TRPC6 activator | MrgX1 ag | HIF act | TRPC4 potent | AI-2 QS modul | PolyA inhibitor | MrgX1 allo act | TRPC4 inh
Cc1ccccc1NC(=O)CN1C(=O)CSc2ccc(S(=O)(=O)N3CCCC3)cc21 | i | i | i | i | i | -0.3 | i | 24 | i | i | i
O=C(C[C@H]1C(=O)N(CCc2ccccc2)C[C@@H]1Cc1ccccc1)Nc1ccccc1 | i | i | i | i | i | -0.9 | i | 23 | i | i | i
O=C(CCCc1nc2ccccc2s1)NC1CCOC1=O (configuration not stated) | i | i | i | i | i | -0.2 | i | 16 | i | i | i
COc1ccccc1C(=O)Oc1ccc2c(c1)O/C(=C\c1ccncc1)C2=O | i | i | i | i | i | 1.3 | i | 15 | i | i | i
Cn1c(C(=O)OC(C(=O)NC2CCCCC2)c2ccccn2)cc2sccc21 (configuration not stated) | i | i | i | i | i | -0.1 | i | 8 | i | i | i
O=C(NC1CC1)c1cc(=O)c2ccccc2o1 | i | i | i | i | i | -1.0 | i | 11 | i | i | i
O=C(NC(=S)N1CCc2ccccc21)c1ccc(Br)o1 | i | i | i | i | i | -0.7 | i | 44 | i | i | i
COc1ccc2ccccc2c1CN1CCN(C(=O)c2ccccc2)CC1 | i | i | i | i | i | . | i | 21 | . | i | i
C=CCn1c(N)cc(=O)nc1SCC(=O)Nc1ccc(C(=O)OCC)cc1 | i | i | i | i | i | -0.6 | i | 17 | i | i | i
COc1ccc(S(=O)(=O)N/N=C(/C)c2cccc(NC(=O)c3ccccc3Cl)c2)cc1 | i | i | i | i | i | 0.2 | i | 24 | i | i | i

Single records, from the list above:
Results for C=CCn1c(N)cc(=O)nc1SCC(=O)Nc1ccc(C(=O)OCC)cc1 : TRPC4 agonist = i; TRPC6 inh = i; MrgX1 antagonist = i; TRPC6 activator = i; MrgX1 ag = i; HIF act = -0.6; TRPC4 potent = i; AI-2 QS modul = 17; PolyA inhibitor = i; MrgX1 allo act = i; TRPC4 inh = i
Results for Cc1ccccc1NC(=O)CN1C(=O)CSc2ccc(S(=O)(=O)N3CCCC3)cc21 : TRPC4 agonist = i; TRPC6 inh = i; MrgX1 antagonist = i; TRPC6 activator = i; MrgX1 ag = i; HIF act = -0.3; TRPC4 potent = i; AI-2 QS modul = 24; PolyA inhibitor = i; MrgX1 allo act = i; TRPC4 inh = i

(more compounds)
SMILES | TRPC4 agonist | TRPC6 inh | MrgX1 antagonist | TRPC6 activator | MrgX1 ag | HIF act | TRPC4 potent | AI-2 QS modul | PolyA inhibitor | MrgX1 allo act | TRPC4 inh
CCCCCCCCCCSc1n[nH]c(NC(C)=O)n1 | i | i | i | i | i | -0.3 | i | 9 | i | i | i
COc1cc([N+](=O)[O-])cc(/C=N/NC(=O)C(O)(c2ccccc2)c2ccccc2)c1O | i | i | i | i | i | 0.2 | i | -12 | i | i | i
CCn1c(=O)cc(SCC(=O)N(C)Cc2ccccc2)c2ccccc21 | i | i | i | i | i | 0.2 | i | 10 | i | i | i
CCCNC(=O)CN(c1ccccc1)S(=O)(=O)c1ccc(OC)c(OC)c1 | i | i | i | i | i | -0.8 | i | 21 | i | i | i
Cc1cc(NC(=O)CS(=O)(=O)c2cn(Cc3cccc(F)c3)c3ccccc23)no1 | i | i | i | i | i | -1.8 | i | 27 | i | i | i
NS(=O)(=O)c1ccc(CNS(=O)(=O)c2cc(C(=O)O)ccc2Cl)cc1 | i | i | i | i | i | -0.1 | i | 11 | i | i | i
N#Cc1ccc(/C=C(\C(=O)C(=O)O)c2ccc3ccccc3n2)cc1 | i | i | i | i | i | 2.7 | i | 3 | i | i | i
CN(CC(=O)Nc1cccc(F)c1)CC(=O)Nc1cccc(S(=O)(=O)N2CCCCCC2)c1 | i | i | i | i | i | 0.5 | i | -1 | i | i | i
CN(C)C(=O)C1(c2ccccc2)CCN(S(=O)(=O)c2ccccc2)CC1 | i | i | i | i | i | -0.2 | i | 29 | i | i | i
CCC(c1ccccc1)c1nc(-c2ccccn2)no1 (configuration not stated) | i | i | i | i | i | 1.3 | i | 4 | i | i | i
OC1CCC(NC(=S)Nc2ccc(SC(F)F)cc2)CC1 (configuration not stated) | i | i | i | i | i | 3.0 | i | 17 | i | i | i
Cc1csc(C(=O)O)c1NC(=O)c1cccc([N+](=O)[O-])c1 | i | i | i | i | i | 0.3 | i | 26 | i | i | i
Cc1cccc(NC(=O)CSc2nnc([C@@H]3CCCN3C(=O)OC(C)(C)C)o2)c1C | i | i | i | i | i | . | i | 13 | i | i | i
O=C(OCCOCCN=C1NS(=O)(=O)c2ccccc21)c1ccncc1 | i | i | i | i | i | -0.1 | i | 3 | i | i | i
Cc1ccnc2nc(C(=O)OCC(=O)Nc3ccc4c(c3)OC(F)(F)O4)nn12 | i | i | i | i | i | -0.1 | i | 16 | i | i | i
CCN(CC)C(=O)C1CCCN(C(=S)Nc2cccc3ccccc23)C1 (configuration not stated) | i | i | i | i | i | 0.8 | i | 14 | i | i | i
NC(=O)c1ccsc1NC(=O)c1ccc2c(c1)CCCC2 | i | i | i | i | i | 1.7 | i | 30 | i | i | i
COc1ccc(CCNC(=O)c2c(C)nn(-c3ccccc3)c2Cl)cc1OC | i | i | i | i | i | 1.1 | i | 29 | i | i | i
COCCCN1C(=O)C(=O)/C(=C(/O)c2ccc(S(=O)(=O)N3CCCCC3)cc2)C1c1ccc(O)c(OC)c1 (configuration not stated) | i | i | i | i | i | -0.3 | i | 11 | i | i | i
CCOC(=O)c1[nH]c2c(c1C)C(=O)CC(c1ccc(N(C)C)cc1)C2 (configuration not stated) | i | i | i | i | i | 0.8 | i | 20 | i | i | i
CCCN(CCC)C(=O)c1cc([N+](=O)[O-])cc2c1-c1ccc([N+](=O)[O-])cc1C2=C(C#N)C#N | i | i | i | i | i | -0.4 | i | 14 | i | i | i
CCOc1ccc(N(CC(=O)N2CCCCC2)S(=O)(=O)c2ccc(Cl)cc2)cc1 | i | i | i | i | i | -0.8 | i | 14 | i | i | i
CN(C)CC#Cc1cncc(C(=O)NNC(=O)Nc2ccc(Cl)cc2)c1 | i | i | i | i | i | 0.3 | i | 8 | i | i | i
Cc1cc(C(=O)CSc2nnc(-c3ccccc3)n2C)c(C)n1C | i | i | i | i | i | 0.3 | i | 33 | i | i | i
CN(C)S(=O)(=O)c1ccc(S(=O)(=O)NC2CCOC(C)(C)C2)cc1 (configuration not stated) | i | i | i | i | i | 0.0 | i | 12 | . | i | i
O=C(CN(CCO)c1ccccc1)Nc1ccc(Cl)c(S(=O)(=O)N2CCOCC2)c1 | i | i | i | i | i | -0.5 | i | 14 | i | i | i
COc1cccc(CC(=O)Nc2nc(-c3ccc(F)c(F)c3)cs2)c1 | i | i | i | i | i | -0.4 | i | 3 | i | i | i
CCCn1c(=O)c(C(=O)NCc2ccncc2)c(O)c2ccccc21 | i | i | i | i | i | -0.3 | i | 23 | i | i | i
Cc1ccc(-c2nnn(CC(=O)N(c3ccccc3F)C(C(=O)NC3CCCC3)c3ccco3)n2)o1 (configuration not stated) | i | i | i | i | i | 0.1 | i | 19 | i | i | i
CCn1cnc2cc(NCc3ccc(C)cc3)ccc21 | i | i | -4.6* | i | i | . | i | -55 | i | i | i
CC(=O)Nc1cc(C)c(S(C)(=O)=O)c(C)c1 | i | i | i | i | i | 0.1 | i | 27 | i | i | i
COc1ccc(Cc2nnc(SCC(=O)NCCc3ccccc3)o2)cc1 | i | i | i | i | i | 0.0 | i | 10 | i | i | i
Cc1ccc(F)cc1NC(=O)N1CCNC(=O)C1CC(=O)Nc1cc(Cl)ccc1Cl (configuration not stated) | i | i | i | i | i | -0.2 | i | 19 | i | i | i
O=c1[nH]cc(S(=O)(=O)Nc2ccc3c(c2)OCO3)c(=O)[nH]1 | i | i | i | i | i | 1.1 | i | 10 | i | i | i
Cc1cc(C(=O)NCc2ccccc2Cl)n(-c2ccccc2)n1 | i | i | i | i | i | 0.1 | i | 3 | i | 9.3* | i
CCOc1ccccc1Oc1c(C)oc2cc(OC(=O)c3ccco3)ccc2c1=O | i | i | i | i | i | -0.1 | i | 14 | i | i | i
CCCn1c(SCC(=O)Nc2nc(C)c(C(=O)OC)s2)nnc1C(C)C | i | i | i | i | i | 0.0 | i | -1 | i | i | i
O=C(Nc1ncccc1O)c1ccc2c(c1)OCCO2 | i | i | i | i | i | 12* | i | 9 | i | i | i
CC(C)c1ccc(S(=O)(=O)NCc2ccc3c(c2)OCO3)cc1 | i | i | i | i | i | -2.0 | i | 40 | i | i | i
COC(=O)C1=C(C)NC(C)=C(C(=O)OCC2CCCO2)C1c1ccc(Cl)c([N+](=O)[O-])c1 (configuration not stated) | i | i | i | i | i | -0.4 | i | 21 | i | i | i
Cc1n[nH]c(C)c1S(=O)(=O)N1CCC(C(=O)O)CC1 | i | i | i | i | i | -13 | i | 27 | i | i | i
C1=C(CCNCC2CC2)CCCC1 | i | i | i | i | i | -0.5 | i | 23 | i | i | i
Cc1cc(Cl)ccc1NC(=S)NCCCN1CCCC1=O | i | i | i | i | i | 0.1 | i | 35 | i | i | i
COc1ccc(C)cc1S(=O)(=O)NCC(c1ccco1)N1CCc2ccccc2C1 (configuration not stated) | i | i | i | i | i | 0.8 | i | 9 | i | i | i
COC(=O)c1cn(NC(=O)C2CCCCC2)c(=O)c2ccccc12 | i | i | i | i | i | -0.4 | i | 16 | i | i | i
NC(=O)c1cc(C(=O)c2ccc(Cl)cc2Cl)c[nH]1 | i | i | i | i | i | 0.4 | i | 17 | i | i | i
COC(=O)C1C(=O)c2c([nH]c(C(=O)OCCOC(C)C)c2C)CC1C (configuration not stated) | i | i | i | i | i | 1.2 | i | 12 | i | i | i
CC(=O)N1CCC(=NNc2ccc(S(N)(=O)=O)cc2[N+](=O)[O-])CC1 | i | i | i | i | i | 0.1 | i | 10 | i | i | i
Cc1ccc(C)c(NC(=O)CCC(=O)N2CCOc3ccccc32)c1 | i | i | i | i | i | -0.1 | i | 16 | i | i | i
S=C(c1nc2ccccc2[nH]1)N1CCOCC1 | i | i | i | i | i | 0.8 | i | -5 | i | i | i
CCCCNc1nc2ccccc2nc1NS(=O)(=O)c1ccc(F)cc1 | i | i | i | i | i | 0.8 | i | 1 | i | i | i

Not all compounds are listed, so the mix of outcomes need not match the whole.
